ABCB6 inh MLPCN: inhibitors of human ABC transporter ABCB6. Q9NP58. K562-ABCB6 porphyrin accumulation, flow cytometry, 1 h; stronger effect = lower value. fluorescence ratio to DMSO, % at 10 µM. 0.19% of 360,000 active. AID 602162;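 active = fluorescence ratio to DMSO below 75%, the collection mean minus 3 SD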;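 also: signal is porphyrin accumulated inside mitochondria; 100% equals median channel fluorescence of DMSO control wells; lower ratio means ABCB6 inhibition with less porphyrin fluorescence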
MC4R antagonist: blocks human MC4R cAMP signaling | P32245 | MC4R-expressing cells, MTII-stimulated cAMP, LANCE TR-FRET | inhibition, % at 6.5 µM | 0.48% of 360,000 active;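 active = inhibition above its plate's cutoff, the mean of tested wells on that plate plus 3 SD, cut at about 29% in these data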;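 also: 0% = Melanotan II alone and 100% = Melanotan II plus saturating MCL0020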
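Assay system: U2OS cells stably expressing human melanocortin 4 receptor (MC4R) / Dosing: 6.5 µM / Timing: compound 30 min, challenge 1 h, detection 1 h / Measured by: Eu-cAMP/anti-cAMP TR-FRET, emission 671 nm / Replicates: singlicate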
Granule exo inh: lytic granule exocytosis inhibition | AID 651702 | TALL-104 LAMP-1 surface exposure, flow cytometry; cells stimulated with thapsigargin and PMA | 0.66% of 360,000 active | inhibition, % at 10 µM;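 active = inhibition above about 55%, limit read from the data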
N-glyco inh: N-linked glycosylation inhibition | D54 ERlucT glycosylation luciferase reporter, 24 h; percent of 100 nM tunicamycin response | reporter increase, % at 12.5 µM | 0.23% of 360,000 active;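 active = mean luciferase reporter signal, scaled so untreated is 0 and the glycosylation-blocking control 100, at or above a set limit in every replicate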;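 also: luciferase carries N-glycosylation sites so blocking glycosylation raises the light; 0% = median of neutral control wells and 100% = median of 100 nM tunicamycin wells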
Vif imaging: inhibitors of HIV Vif; AID 602346; 0.35% of 340,000 active; HEK293T cells, Vif self-association by quenched fluorescence, imaging, 24 h; inhibition, % at 7.49 µM; in the data active = inhibition above about 50%, passing the limit was not always enough; also: some results filed as inactive read as strong as hits
NOD2 RIPK2 PPI: blocks binding of human NOD2 to RIPK2. AID 624267. O43353. inhibition, % at 4.98 µM. CHO BLA complementation NOD2-RIPK2, CCF4 ratio. 0.38% of 360,000 active; in the data active = inhibition above about 21%;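 also: 0% = vehicle only and 100% = reference blocker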
ABHD5-PLIN5 inh: inhibitors of human ABHD5-perilipin-5 interaction; inhibition, % at 4 µM; Q00G26+Q8WTS1; 0.78% of 360,000 active; Split G. princeps luciferase complementation, luminescence, 4 h; AID 602281;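 active = inhibition above the mean inhibition across every tested compound plus 3 SD, cut at about 22% in these data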;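 also: 0% = DMSO only wells and the 100% control is not disclosed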
Target sequence (Q00G26 whole entry, looked up): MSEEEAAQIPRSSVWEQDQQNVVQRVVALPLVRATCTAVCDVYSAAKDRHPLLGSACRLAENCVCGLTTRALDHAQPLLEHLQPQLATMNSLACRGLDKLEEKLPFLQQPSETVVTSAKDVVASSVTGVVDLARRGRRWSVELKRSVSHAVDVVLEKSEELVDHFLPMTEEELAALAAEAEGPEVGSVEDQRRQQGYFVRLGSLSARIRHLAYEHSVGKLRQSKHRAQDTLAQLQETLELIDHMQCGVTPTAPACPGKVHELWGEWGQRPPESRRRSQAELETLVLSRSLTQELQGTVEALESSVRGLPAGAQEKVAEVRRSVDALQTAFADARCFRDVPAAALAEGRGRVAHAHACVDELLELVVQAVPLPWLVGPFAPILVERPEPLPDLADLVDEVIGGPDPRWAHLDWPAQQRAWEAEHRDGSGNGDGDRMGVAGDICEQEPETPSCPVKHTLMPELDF
Target sequence (Q8WTS1 whole entry, looked up): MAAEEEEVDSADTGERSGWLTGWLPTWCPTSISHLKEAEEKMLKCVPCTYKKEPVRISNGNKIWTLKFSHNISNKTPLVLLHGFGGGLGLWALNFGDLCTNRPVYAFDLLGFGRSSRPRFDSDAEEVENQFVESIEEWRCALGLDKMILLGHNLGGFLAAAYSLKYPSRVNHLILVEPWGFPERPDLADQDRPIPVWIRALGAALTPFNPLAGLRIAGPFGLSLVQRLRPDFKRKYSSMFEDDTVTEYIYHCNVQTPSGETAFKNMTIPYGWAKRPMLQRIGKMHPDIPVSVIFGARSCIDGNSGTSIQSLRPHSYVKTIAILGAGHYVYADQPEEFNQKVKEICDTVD
TLR9-MyD88 block: blocks human TLR9 binding to MyD88. CHO BLA complementation TLR9-MyD88, CCF4 FRET ratio. 0.21% of 340,000 active. AID 504734. inhibition, % at 4.98 µM. Q9NR96+Q99836;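 active = inhibition above the mean over all tested compounds plus 3 SD, cut at about 21% in these data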;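 also: 0% = DMSO only wells and 100% = clavulanate BLA inhibitor control wells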
aDG glyco up: alpha-DG glycosylation activation. Pro5-aDG cells, alpha-DG glycosylation AlphaScreen (IIH6); 0% Pro5, 100% B10-LARGE cell signal. activation, % at 10 µM. 0.22% of 360,000 active;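 active = activation of at least 8% versus controls, or a plate z-score of at least 8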;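 also: Pro5 are CHO cells carrying HIG-tagged alpha-DG that lacks glycosylation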
MC4R ag barr: activates human MC4R beta-arrestin recruitment; activation, % at 8.9 µM; U2OS MC4R beta-arrestin complementation, luminescence; percent of melanotan II response, DMSO zero; P32245; 0.98% of 360,000 active; AID 540308;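 active = activation above a per-plate cutoff, the mean activation of sample wells on that plate plus 3 SD, cut at about 8% in these data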
The depositor's hits bear a star; . = no result given. Only part of the results is shown; rates above refer to the full screens.

SMILES	ABCB6 inh MLPCN	MC4R antagonist	Granule exo inh	N-glyco inh	Vif imaging	NOD2 RIPK2 PPI	ABHD5-PLIN5 inh	TLR9-MyD88 block	aDG glyco up	MC4R ag barr
CCn1c(=O)n(CC)c2cc(N3CCCC3)c(NC(=O)c3cc(Cl)ccc3OC)cc21	99	6	35	-4	-7	8	12	6	-0.3	-1.8
CN(C)C(=O)c1ccc2c3c(cccc13)CC2	102	2	-2	1	3	5	-5	-3	0.1	-2.4
O=C(CSCc1cccc(F)c1)N1CCN(c2ccccc2)CC1	100	10	-2	-3	0	0	-2	-6	0.0	-2.0
CCOc1ccc(N(CC(=O)NC2CCCC2)C(=O)c2ccc(C)s2)cc1	101	9	13	-2	-1	-4	-2	-12	0.2	1.8
CCn1ncc(Br)c1C(=O)Nc1cc(C(=O)OC)ccc1C(=O)OC	100	1	-4	1	7	-3	-6	-3	0.1	-1.8
CC(C)(C)NC(=O)NC(=O)CSc1nnc2ccccn12	106	0	0	1	4	-3	-2	5	0.0	0.4
Cc1c(S(=O)(=O)N2CCN(c3ccccc3)CC2)c(=O)n(C)c(=O)n1C	102	9	-3	1	3	3	4	-2	-0.2	-0.7
CCn1c(=S)[nH]c2c(=O)n(C)c(=O)n(C)c21	96	6	-1	0	4	-3	0	10	0.6	-0.6
COc1ccc(S(=O)(=O)N2CC(O)C[C@H]2C(=O)OCC(=O)N2CCCCCC2)cc1 (some centres not stated)	91	-4	2	2	-2	-1	-2	-8	0.3	0.3
Cc1nnc(SCC(=O)NC2CCCCC2)s1	98	9	1	2	2	-3	-2	3	0.1	-1.6
Cc1occc1C(=O)Nc1cccnc1	99	7	0	1	0	-12	2	-7	-0.3	-3.1
Cc1ccccc1NC(=O)Nc1ccc2c(c1)OCO2	95	10	-11	.	.	1	3	-11	0.0	-1.1
O=C(O)CSc1nccc2ccccc12	100	15	-2	0	-6	1	-3	2	-0.2	-0.3
CC12CCC(C(=O)N/N=C/c3ccc(O)cc3)(OC1=O)C2(C)C (configuration not stated)	92	3	0	2	-9	-5	-11	-10	-0.1	-1.4
COc1ccc(C2/C(=C(/O)c3ccccc3)C(=O)C(=O)N2c2ccccn2)cc1 (configuration not stated)	95	6	2	2	2	-4	-10	0	-0.1	-0.7
CC(C)(C)n1nnnc1C(c1ccncc1)N1CCN(c2ccc(O)cc2)CC1 (configuration not stated)	97	17	0	1	3	3	1	-6	-0.1	-0.9
FC(F)Oc1ccc(NC(=S)N2CCN(Cc3ccccc3)CC2)cc1	99	-2	5	-5	1	-9	5	-1	0.6	0.1
O=C(c1ccco1)N1CCN(C(=O)c2ccccc2OCc2ccc(Cl)cc2)CC1	100	-1	5	-3	18	-1	-3	-4	0.4	-1.4
Cc1ccc(SCC(=O)c2cc(C)c(OC(=S)N(C)C)c(C)c2)cc1	107	9	-2	-5	-19	-7	-4	3	0.2	-1.8
COc1ccc(C(CC(=O)c2ccccc2)CC(=O)c2ccccc2)cc1	98	17	5	-4	-13	-16	0	0	0.0	4.9
CC1(C)CC(=O)C2=C(C1)Oc1ncn(CCO)c(=N)c1C2c1ccccc1 (configuration not stated)	93	4	2	0	12	-4	0	-1	-0.1	0.4
O=C(O)C(Cc1ccccc1)N1C(=O)C=CC1=O (configuration not stated)	95	-4	-1	-1	15	6	75*	-1	0.5	-0.6
O=C(CS(=O)(=O)Cc1ccccc1)Nc1ccc(S(=O)(=O)N2CCOCC2)cc1	99	-1	0	4	0	0	-6	-3	-0.3	-3.1
Cn1cccc1CC(=O)NNC(=S)Nc1ccc(Cl)cc1	94	1	4	-1	0	-1	-2	7	0.6	-2.2
O=C(NCC(c1cccnc1)N1CCOCC1)C1CCCCC1 (configuration not stated)	93	-5	-1	1	0	-4	2	3	0.2	-1.3
OC1CCCN(C(=S)NCc2ccccc2)C1 (configuration not stated)	98	8	14	0	0	9	-3	2	0.2	-3.8
Cc1cc(C)n(CC2CC(=O)N(c3ccc(Cl)cc3)C2=O)n1 (configuration not stated)	99	2	-2	-1	-5	-2	3	-2	0.0	0.4
CCC/C(C#CCCN1C(=O)c2ccccc2C1=O)=C1/c2ccccc2C(=O)N1c1ccccc1	87	2	-2	-1	-5	14	0	1	-0.3	1.1
CCOc1ccccc1C(=O)N[C@H](C(=O)NNC(=O)c1cccs1)C(C)C	98	0	-2	5	2	3	4	2	0.2	-3.9
COc1ccccc1NS(=O)(=O)c1ccc(NC(=O)CCNC(=O)c2ccco2)cc1	99	5	-2	2	-8	-3	5	4	0.2	-0.8
COc1ccc(/C=C(\C#N)C(=O)N2COCC2(C)C)cc1	90	-2	56*	2	-11	-18	4	-7	0.2	-1.8
O=C(CN1CCN(Cc2ccccc2Cl)C1=O)NCC1CCCO1 (configuration not stated)	100	8	-2	0	9	-7	5	-5	0.0	0.0
Cn1c(SCc2ccc(F)cc2)nnc1-c1ccncc1	96	0	0	11	-5	-8	2	-8	0.1	-1.7
COc1cc(NS(=O)(=O)c2ccc(Cl)cc2)c(C(=O)O)cc1OC	103	3	-2	2	-4	-5	-9	8	0.0	-2.9
C=CCn1c(SCC(=O)NC(=O)c2cccc([N+](=O)[O-])c2)nnc1-c1ccccc1	100	-2	0	1	2	-3	-2	-10	-0.3	1.9
CN(C(=O)CNc1ccccc1Cl)C1CCS(=O)(=O)C1 (configuration not stated)	89	-2	4	0	1	-3	4	-4	0.0	-0.7
CS(=O)(=O)N(Cc1ccccc1)c1ccc(C(=O)NC2CCCCC2O)cc1 (configuration not stated)	101	16	0	1	-6	-8	1	-3	0.1	0.5
COC(=O)CCC(=O)c1oc2ccc(OC)cc2c1N	106	-14	-1	-1	2	3	3	6	0.8	-0.7
COc1ccc(NC(=O)CN2CCCN(S(=O)(=O)c3ccc(F)cc3)CC2)c(OC)c1	98	7	-3	0	0	8	1	8	0.1	0.0
COC(=O)c1cc(S(=O)(=O)NCCc2cccc(C)c2)cn1C	96	-4	0	0	-3	-6	6	9	0.0	0.1
O=C1C2CCCN2C(c2cccc(F)c2)N1c1cccc(Cl)c1 (configuration not stated)	100	-2	2	-3	3	-4	6	-6	-0.1	-0.4
Cc1cc(C)cc(C(=O)NCC(=O)N2CCN(c3cccc(Cl)c3)CC2)c1	98	9	-25	1	-9	-7	2	-8	0.1	-0.3
Cc1cccc(C)c1NS(=O)(=O)c1ccc2c(c1)C(=O)c1ccccc1C2=O	97	4	1	10	9	-3	9	6	0.1	3.1
O=C(COc1ccccc1)OCc1cc2ccccc2[nH]c1=O	101	3	-3	-2	1	10	11	-3	0.0	-1.1
COc1ccccc1NS(=O)(=O)c1cc(C(=O)NCCC(C)C)ccc1F	94	-4	4	0	-9	2	1	5	0.1	-2.0

5 neighbouring records out of the list so far, for reference:
SMILES	ABCB6 inh MLPCN	MC4R antagonist	Granule exo inh	N-glyco inh	Vif imaging	NOD2 RIPK2 PPI	ABHD5-PLIN5 inh	TLR9-MyD88 block	aDG glyco up	MC4R ag barr
O=C(CN1CCN(Cc2ccccc2Cl)C1=O)NCC1CCCO1 (configuration not stated)	100	8	-2	0	9	-7	5	-5	0.0	0.0
Cn1c(SCc2ccc(F)cc2)nnc1-c1ccncc1	96	0	0	11	-5	-8	2	-8	0.1	-1.7
COc1cc(NS(=O)(=O)c2ccc(Cl)cc2)c(C(=O)O)cc1OC	103	3	-2	2	-4	-5	-9	8	0.0	-2.9
C=CCn1c(SCC(=O)NC(=O)c2cccc([N+](=O)[O-])c2)nnc1-c1ccccc1	100	-2	0	1	2	-3	-2	-10	-0.3	1.9
CN(C(=O)CNc1ccccc1Cl)C1CCS(=O)(=O)C1 (configuration not stated)	89	-2	4	0	1	-3	4	-4	0.0	-0.7

Ordered by length of the SMILES (smallest number first): part of the list above
SMILES	ABCB6 inh MLPCN	MC4R antagonist	Granule exo inh	N-glyco inh	Vif imaging	NOD2 RIPK2 PPI	ABHD5-PLIN5 inh	TLR9-MyD88 block	aDG glyco up	MC4R ag barr
CN(C(=O)CNc1ccccc1Cl)C1CCS(=O)(=O)C1 (configuration not stated)	89	-2	4	0	1	-3	4	-4	0.0	-0.7
O=C1C2CCCN2C(c2cccc(F)c2)N1c1cccc(Cl)c1 (configuration not stated)	100	-2	2	-3	3	-4	6	-6	-0.1	-0.4
COC(=O)c1cc(S(=O)(=O)NCCc2cccc(C)c2)cn1C	96	-4	0	0	-3	-6	6	9	0.0	0.1
Cc1cc(C)cc(C(=O)NCC(=O)N2CCN(c3cccc(Cl)c3)CC2)c1	98	9	-25	1	-9	-7	2	-8	0.1	-0.3
C=CCn1c(SCC(=O)NC(=O)c2cccc([N+](=O)[O-])c2)nnc1-c1ccccc1	100	-2	0	1	2	-3	-2	-10	-0.3	1.9

The listing continues:
SMILES	ABCB6 inh MLPCN	MC4R antagonist	Granule exo inh	N-glyco inh	Vif imaging	NOD2 RIPK2 PPI	ABHD5-PLIN5 inh	TLR9-MyD88 block	aDG glyco up	MC4R ag barr
Cc1cc(C)cc(OCCCCn2cncn2)c1	93	-1	-3	2	1	0	0	-12	0.2	-0.3
Cn1nc(C(F)(F)F)c(/C=N/OC(=O)c2ccccc2Cl)c1SCc1ccc(Cl)cc1	93	6	1	61*	2	3	3	2	-0.1	-1.6
Cc1ccc[n+](-c2nc3ccccc3nc2[N-]S(=O)(=O)c2ccccc2)c1	104	-3	5	1	6	-3	-7	-9	0.0	1.4
Cc1cccc(NC(=O)Cn2c(=O)n3nc(CCn4nc(C)cc4C)nc3c3ccccc32)c1	97	6	0	3	-6	1	5	-3	0.1	0.4
CCOC(=O)c1c(NC(=O)Nc2cccc(Cl)c2)sc(C)c1C	106	-4	-2	-4	2	-1	3	-2	0.3	-2.4
COc1ccc(NC(=O)[C@@H](NC(=O)c2ccccc2F)C(C)C)cc1S(=O)(=O)N1CCOCC1	98	-1	4	0	-7	-5	-7	-2	-0.3	-1.9
NC(N)=NS(=O)(=O)c1ccc(NC(=S)NC(=O)c2ccncc2)cc1	98	-1	-17	1	6	2	0	2	-0.1	-2.4

Screening data as filed in PubChem.
